PLAP act: activates human placental alkaline phosphatase. P05187. purified PLAP enzyme, luminescent substrate read-out; hits give high values. activation fold at 20 µM. 96,000 tested, 1.2% active; in the data active means activation fold above about 2
Target sequence (P05187 whole entry, looked up): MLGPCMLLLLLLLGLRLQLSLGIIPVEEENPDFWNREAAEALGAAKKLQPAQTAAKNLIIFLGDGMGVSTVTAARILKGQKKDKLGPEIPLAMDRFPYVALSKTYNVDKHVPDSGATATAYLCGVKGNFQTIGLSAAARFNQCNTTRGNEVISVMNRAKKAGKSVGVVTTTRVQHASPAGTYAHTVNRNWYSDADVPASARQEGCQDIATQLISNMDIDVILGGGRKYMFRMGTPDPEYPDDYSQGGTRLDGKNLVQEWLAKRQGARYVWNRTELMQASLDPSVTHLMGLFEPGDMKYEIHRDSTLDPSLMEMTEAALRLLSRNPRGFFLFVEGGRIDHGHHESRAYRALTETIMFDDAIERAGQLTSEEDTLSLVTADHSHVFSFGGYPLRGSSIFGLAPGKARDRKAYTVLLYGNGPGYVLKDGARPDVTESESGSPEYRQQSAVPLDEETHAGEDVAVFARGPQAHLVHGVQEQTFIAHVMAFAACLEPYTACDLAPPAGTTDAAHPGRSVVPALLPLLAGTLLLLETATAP
Mac1 fbg enh: CD11b/CD18-fibrinogen binding enhancement; K562 CD11b/CD18 adhesion to fibrinogen, ATPlite luminescence; activation, % at 10 µM; 93,000 tested, 0.07% active;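 active means 10 µM primary screen giving 50% or more activity, confirmed by 40% or more on retest at that dose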; further: strong numbers were not always called active; reference of the scale not given here
MT1-MMP txn act: MT1-MMP promoter transcription activation; 86,000 tested, 0.16% active; activation factor at 10 µM; HT1080 MT1-MMP promoter luciferase reporter, luminescence, overnight; hits give high values;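 active means activation factor of at least 2 for MT1-MMP transcription at 10 µM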
CYP2C19 activ: activators of human cytochrome P450 2C19; P33261; recombinant CYP2C19, luciferin-H EGE luminescence; hits give high values; 0 = fully inhibited enzyme, 1 = untreated enzyme; activation factor at 5 µM; 96,000 tested, under 10 active; AID 1025;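 active means activation factor of at least 2 at 5 µM in the primary screen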;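 further: 0 = wells with 2.5 mM tranylcypromine and 1 = vehicle-only wells; values of inactives mirror those of a sister screen read the other way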
Target sequence (P33261 whole entry, looked up): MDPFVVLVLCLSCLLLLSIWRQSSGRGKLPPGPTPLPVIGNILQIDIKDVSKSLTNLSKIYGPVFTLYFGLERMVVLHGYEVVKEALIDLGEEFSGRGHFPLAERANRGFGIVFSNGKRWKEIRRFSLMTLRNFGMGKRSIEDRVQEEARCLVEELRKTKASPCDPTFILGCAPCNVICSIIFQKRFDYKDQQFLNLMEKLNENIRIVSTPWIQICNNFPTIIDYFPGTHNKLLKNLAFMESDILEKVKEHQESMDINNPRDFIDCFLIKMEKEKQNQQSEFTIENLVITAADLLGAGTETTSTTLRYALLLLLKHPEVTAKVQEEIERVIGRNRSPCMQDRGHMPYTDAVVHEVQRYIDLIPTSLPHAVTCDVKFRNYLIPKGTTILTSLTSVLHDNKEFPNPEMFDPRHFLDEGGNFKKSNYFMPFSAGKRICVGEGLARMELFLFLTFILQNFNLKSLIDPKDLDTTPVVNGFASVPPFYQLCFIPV
CD11b adhes inh: blocks human CD11b/CD18 adhesion to fibrinogen | inhibition, % at 10 µM | P05107+P11215 | K562 CD11b/CD18 adhesion to fibrinogen, ATPlite luminescence; Mn2+ added to activate the integrin | AID 1497 | 93,000 tested, 0.54% active;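 active means primary inhibition of 50% or more at 10 µM, then 40% or more on retest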; further: some results filed as inactive read as strong as hits
PTK2B oligo ant: blocks oligomerization of human Pyk2 in cells; Q14289; Q293 cells, Pyk2 FERM NanoBiT luminescence; hits give low values; z-score (the deposit names both 25 µM and 10 µM); 99,000 tested, 0.83% active;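 active means Z-score of -3 or lower, scaled per plate to the spread of control and sample wells; inactive means z-score above -3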;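 further: negative z-score means lost luminescence so less FERM oligomerization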
CYP2C9 inhib: blocks human cytochrome P450 2C9; CYP2C9 Supersomes, luciferin-H conversion, luminescence; P11712; 96,000 tested, 20% active; inhibition, % at 5 µM;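 active means blocking of liver enzyme CYP2C9 beyond about 50% at 5 µM, limit read from the data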; further: values of inactives mirror those of a sister screen read the other way
CYP2C9 act: activators of human CYP2C9. 96,000 tested, 1.4% active. AID 1024. P11712. activation factor at 5 µM. recombinant CYP2C9, luciferin-H conversion, luminescence; hits give high values; factor 1 = untreated enzyme, 0 = blocked;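 active means activation factor of 2 or more for CYP2C9 at a 5 µM dose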;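 further: 0 = sulfaphenazole-blocked wells and 1 = vehicle-only wells; values of inactives mirror those of a sister screen read the other way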
CYP2C19 inhib: blocks human cytochrome P450 2C19; CYP2C19 Supersomes, luciferin-H EGE luminescence, 30 min; P33261; AID 778; inhibition, % at 5 µM; 96,000 tested, 21% active;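 active means CYP2C19 inhibition above a set limit at 5 µM in the primary screen, cut at about 50% in these data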;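 further: plate controls were negative control wells for no effect and 2.5 mM tranylcypromine positive control for full effect; values of inactives mirror those of a sister screen read the other way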
* marks the source's active call; other numbers are inactive results.

For Cc1ccccc1Nc1ncnc2c1cnn2-c1ccccc1 the results were PLAP act 0.9, Mac1 fbg enh -2, MT1-MMP txn act 1.3, CYP2C19 activ 0.7, CD11b adhes inh -2, CYP2C9 inhib 40, CYP2C9 act 0.6 and CYP2C19 inhib 26.
`Cc1cc(NC(=O)Nc2cccs2)no1` gave PLAP act 0.8, Mac1 fbg enh 2, MT1-MMP txn act 1.2, CYP2C19 activ 0.9, CD11b adhes inh -33, PTK2B oligo ant -0.5, CYP2C9 inhib 4, CYP2C9 act 1 and CYP2C19 inhib 13.
`O=C(Nc1cc(-c2nn(CC(=O)N3CCCCC3)c(=O)c3ccccc23)ccc1N1CCOCC1)c1ccc(Cl)cc1` gave PLAP act 1.1, MT1-MMP txn act 1, CYP2C19 activ 0.9, PTK2B oligo ant -0.13, CYP2C9 inhib 0, CYP2C9 act 1 and CYP2C19 inhib 7.
Screening COc1ccc(-c2nc(C)c(C(C)=O)n2O)cc1OC returned PLAP act 1.1, MT1-MMP txn act 1.2, CYP2C19 activ 1, PTK2B oligo ant -0.21, CYP2C9 inhib 14, CYP2C9 act 0.9 and CYP2C19 inhib 3.
`CCOC(=O)c1cnc(SCC(C)C)nc1N` gave PLAP act 1.1, MT1-MMP txn act 1.6, CYP2C19 activ 0.5, PTK2B oligo ant -0.8, CYP2C9 inhib 50, CYP2C9 act 0.5 and CYP2C19 inhib 50*.
For CN(C)CCCNc1ncnc2c1cnn2-c1ccccc1 the results were PLAP act 1.1, Mac1 fbg enh 0, CYP2C19 activ 1.2, CD11b adhes inh 0, CYP2C9 inhib 22, CYP2C9 act 0.8 and CYP2C19 inhib -16.
For CN(C)S(=O)(=O)c1ccccc1C#N the results were PLAP act 1.2, Mac1 fbg enh -3, MT1-MMP txn act 1, CYP2C19 activ 1, CD11b adhes inh -3, PTK2B oligo ant 0.29, CYP2C9 inhib -9, CYP2C9 act 1.1 and CYP2C19 inhib -1.
`CCCn1c(SCC(=O)Nc2nnc(CC)s2)nnc1-c1ccco1` gave PLAP act 1.3, Mac1 fbg enh 0, MT1-MMP txn act 1.1, CYP2C19 activ 0.9, CD11b adhes inh 7, PTK2B oligo ant 0.13, CYP2C9 inhib 46, CYP2C9 act 0.5 and CYP2C19 inhib 10.
c1ccc(CSc2nnnn2-c2cccc3ccccc23)nc1 was read as PLAP act 0.7, Mac1 fbg enh -1, MT1-MMP txn act 1.2, CYP2C19 activ 0.6, CD11b adhes inh -9, PTK2B oligo ant 0.06, CYP2C9 inhib -135, CYP2C9 act 2.3* and CYP2C19 inhib 44.
Screening CC(C)c1nc2ccccn2c1NC1CCCCC1 returned PLAP act 0.9, MT1-MMP txn act 1.1, CYP2C19 activ 0.9, PTK2B oligo ant 0.75, CYP2C9 inhib -4, CYP2C9 act 1 and CYP2C19 inhib 8.
`C=CCOC(=O)C1=C(C)NC(SCC(=O)OCC)=C(C#N)C1c1ccc(O)c(OC)c1` (centres undefined) gave PLAP act 1.6, Mac1 fbg enh -2, MT1-MMP txn act 1, CYP2C19 activ 0, CD11b adhes inh -5, PTK2B oligo ant -1, CYP2C9 inhib 100*, CYP2C9 act 0 and CYP2C19 inhib 99*.
Cn1c(=O)c2c(nc(NCCc3ccccc3)n2Cc2ccc(F)cc2)n(C)c1=O was read as PLAP act 1.2, Mac1 fbg enh 6, MT1-MMP txn act 1.1, CYP2C19 activ 0.6, CD11b adhes inh -38, CYP2C9 inhib 47, CYP2C9 act 0.5 and CYP2C19 inhib 39.
`CCNS(=O)(=O)c1c(C)cc(N2CCCC2=O)cc1C` gave PLAP act 0.8, Mac1 fbg enh 1, MT1-MMP txn act 1.2, CYP2C19 activ 0.8, CD11b adhes inh -12, PTK2B oligo ant 0.14, CYP2C9 inhib 50, CYP2C9 act 0.5 and CYP2C19 inhib 24.
Screening Cc1ccc(S(=O)(=O)NCC(=O)N(CC(=O)NCC2CCCO2)C2CCCC2)cc1 (centres undefined) returned PLAP act 1.5, Mac1 fbg enh -1, MT1-MMP txn act 1.2, CYP2C19 activ 0.9, CD11b adhes inh -15, PTK2B oligo ant 0.19, CYP2C9 inhib 22, CYP2C9 act 0.8 and CYP2C19 inhib 14.
Cn1cnnc1SCC(=O)NCc1cccc(C(F)(F)F)c1 was read as PLAP act 1, Mac1 fbg enh 0, MT1-MMP txn act 1.3, CYP2C19 activ 0.5, CD11b adhes inh -49, PTK2B oligo ant 0.81, CYP2C9 inhib 4, CYP2C9 act 1 and CYP2C19 inhib 48.
Screening Cc1nn(-c2ccc(C(=O)O)cc2)c(N)c1-c1ccccc1 returned PLAP act 0.9, Mac1 fbg enh -1, MT1-MMP txn act 1.3, CYP2C19 activ 1, CD11b adhes inh 1, PTK2B oligo ant 0.38, CYP2C9 inhib 0, CYP2C9 act 1 and CYP2C19 inhib -1.
COc1ccc(Cc2nnc(NC(=O)c3cccc([N+](=O)[O-])c3C)s2)cc1 was read as PLAP act 1.1, Mac1 fbg enh 1, CYP2C19 activ 1.1, CD11b adhes inh -2, PTK2B oligo ant -0.32, CYP2C9 inhib -14, CYP2C9 act 1.1 and CYP2C19 inhib -15.
For COc1ccc(CNC(=O)C23CN(Cc4ccccc4)CC2C(c2ccc([N+](=O)[O-])cc2)=NO3)cc1 (centres undefined) the results were PLAP act 1.1, Mac1 fbg enh -1, CYP2C19 activ 0.6, CD11b adhes inh 0, CYP2C9 inhib 9, CYP2C9 act 0.9 and CYP2C19 inhib 37.
For OCCN(Cc1ccccc1)Cc1cccc(Cl)c1Cl the results were PLAP act 0.9, MT1-MMP txn act 1, CYP2C19 activ 0.1, PTK2B oligo ant -2.2, CYP2C9 inhib 76*, CYP2C9 act 0.2 and CYP2C19 inhib 93*.
COc1ccc(N2C(=O)C3CC(C)=C(C)CC3C2=O)c(OC)c1 (centres undefined) was read as PLAP act 0.8, Mac1 fbg enh -4, CYP2C19 activ 0.9, CD11b adhes inh -2, PTK2B oligo ant -0.18, CYP2C9 inhib 18, CYP2C9 act 0.8 and CYP2C19 inhib 10.
`Cc1cc(C(=O)Nc2c(C)n(C)n(-c3ccccc3)c2=O)on1` gave PLAP act 1, Mac1 fbg enh 4, CYP2C19 activ 1.1, CD11b adhes inh -4, CYP2C9 inhib -8, CYP2C9 act 1.1 and CYP2C19 inhib -14.
For Cc1nc2ccc(S(=O)(=O)NCC(=O)N3CCOCC3)cc2s1 the results were PLAP act 1, Mac1 fbg enh -1, MT1-MMP txn act 1.1, CYP2C19 activ 0.9, CD11b adhes inh -17, PTK2B oligo ant 0.01, CYP2C9 inhib 3, CYP2C9 act 1 and CYP2C19 inhib 9.
CCCC(=O)NC(c1ccco1)c1c(O)ccc2ccccc12 (centres undefined) was read as PLAP act 1.3, Mac1 fbg enh 1, CYP2C19 activ 0, CD11b adhes inh -44, PTK2B oligo ant -1.3, CYP2C9 inhib 90*, CYP2C9 act 0.1 and CYP2C19 inhib 97*.
Screening CCN(c1cccc(C)c1)S(=O)(=O)c1c(C)[nH]c(=O)[nH]c1=O returned PLAP act 0.9, Mac1 fbg enh 0, MT1-MMP txn act 1, CYP2C19 activ 1, CD11b adhes inh -3, PTK2B oligo ant 0.78, CYP2C9 inhib -29, CYP2C9 act 1.3 and CYP2C19 inhib -4.
CCNC(=O)N1CCNC(=O)C1CC(=O)Nc1ccc(C(=O)OCC)cc1 (centres undefined) was read as PLAP act 1.1, Mac1 fbg enh 1, MT1-MMP txn act 1.5, CYP2C19 activ 1, CD11b adhes inh -18, PTK2B oligo ant 0.54, CYP2C9 inhib 1, CYP2C9 act 1 and CYP2C19 inhib 4.
COc1ccc(Nc2oc(COc3cccc(C)c3)nc2C#N)cc1 was read as PLAP act 0.8, Mac1 fbg enh 0, MT1-MMP txn act 1.4, CYP2C19 activ 0.7, CD11b adhes inh -14, PTK2B oligo ant -0.24, CYP2C9 inhib 29, CYP2C9 act 0.7 and CYP2C19 inhib 30.
`Cc1cnc(C)c(N2CCC(C(=O)NCc3ccco3)CC2)n1` gave PLAP act 0.9, Mac1 fbg enh 0, MT1-MMP txn act 1.1, CYP2C19 activ 1, CD11b adhes inh -2, PTK2B oligo ant 0.73, CYP2C9 inhib -15, CYP2C9 act 1.1 and CYP2C19 inhib 4.
Screening COc1cccc(C(=O)N(C)c2nnc(-c3ccncc3)s2)c1 returned PLAP act 1.2, MT1-MMP txn act 1.2, CYP2C19 activ 0, PTK2B oligo ant 0.36, CYP2C9 inhib 89*, CYP2C9 act 0.1 and CYP2C19 inhib 100*.
For CN(C)S(=O)(=O)c1ccc(C(=O)NCCOc2ccccc2)cc1 the results were PLAP act 0.9, Mac1 fbg enh -2, MT1-MMP txn act 1.7, CYP2C19 activ 0.5, CD11b adhes inh -8, PTK2B oligo ant -0.01, CYP2C9 inhib 43, CYP2C9 act 0.6 and CYP2C19 inhib 50.
`CC(C)(C)OC(=O)N1CCC[C@H]1c1nnc(SCc2c(F)cccc2Cl)o1` gave PLAP act 1.6, Mac1 fbg enh 4, MT1-MMP txn act 1.1, CYP2C19 activ 0.6, CD11b adhes inh 6, PTK2B oligo ant -0.48, CYP2C9 inhib 76*, CYP2C9 act 0.2 and CYP2C19 inhib 45.
For CC(C)(C)S(=O)(=O)c1nc2ccccc2s1 the results were PLAP act 1.1, MT1-MMP txn act 1.1, CYP2C19 activ 0.9, PTK2B oligo ant 1.4, CYP2C9 inhib -46, CYP2C9 act 1.5 and CYP2C19 inhib 10.
`c1ccc(Cc2nn3c(-c4ccncc4)nnc3s2)cc1` gave PLAP act 0.8, Mac1 fbg enh -3, MT1-MMP txn act 1.2, CYP2C19 activ 0, CD11b adhes inh 1, PTK2B oligo ant -0.14, CYP2C9 inhib 84*, CYP2C9 act 0.2 and CYP2C19 inhib 99*.
For O=C(NC1CCCCCC1)C1CCN(S(=O)(=O)c2ccccc2)CC1 the results were PLAP act 1, Mac1 fbg enh -1, CYP2C19 activ 1.1, CD11b adhes inh -37, PTK2B oligo ant 0.46, CYP2C9 inhib -80, CYP2C9 act 1.8 and CYP2C19 inhib -5.
CCc1ccc(CCC(=O)Nc2nnc(C)s2)o1 was read as PLAP act 1, Mac1 fbg enh -3, MT1-MMP txn act 1.3, CYP2C19 activ 1, CD11b adhes inh 24, PTK2B oligo ant -0.55, CYP2C9 inhib -1, CYP2C9 act 1 and CYP2C19 inhib 2.
Screening CC1(C)CC(=O)C(C=NCc2ccc3c(c2)OCO3)=C(O)C1 returned PLAP act 0.8, Mac1 fbg enh 0, MT1-MMP txn act 1.3, CYP2C19 activ 0.9, CD11b adhes inh -14, PTK2B oligo ant 0.21, CYP2C9 inhib 6, CYP2C9 act 0.9 and CYP2C19 inhib 12.
For O=C(Nc1ccc(Cl)cc1-c1nc2ccccc2s1)c1ccco1 the results were PLAP act 1, Mac1 fbg enh 36, MT1-MMP txn act 1.3, CYP2C19 activ 1.1, CD11b adhes inh -9, PTK2B oligo ant 0.1, CYP2C9 inhib 12, CYP2C9 act 0.9 and CYP2C19 inhib -15.
Screening COc1cc(/C=N/N2CCN(c3ccccc3OC)CC2)ccc1O returned PLAP act 0.9, Mac1 fbg enh 8, CYP2C19 activ 0.9, CD11b adhes inh -32, PTK2B oligo ant 0.4, CYP2C9 inhib -59, CYP2C9 act 1.6 and CYP2C19 inhib 13.

Of the compounds above, two have a tert-butyl group:
`CC(C)(C)OC(=O)N1CCC[C@H]1c1nnc(SCc2c(F)cccc2Cl)o1` gave PLAP act 1.6, Mac1 fbg enh 4, MT1-MMP txn act 1.1, CYP2C19 activ 0.6, CD11b adhes inh 6, PTK2B oligo ant -0.48, CYP2C9 inhib 76*, CYP2C9 act 0.2 and CYP2C19 inhib 45.
For CC(C)(C)S(=O)(=O)c1nc2ccccc2s1 the results were PLAP act 1.1, MT1-MMP txn act 1.1, CYP2C19 activ 0.9, PTK2B oligo ant 1.4, CYP2C9 inhib -46, CYP2C9 act 1.5 and CYP2C19 inhib 10.
